# Screens as filed in PubChem BioAssay.
# proCasp7 act = activates human procaspase-7, counter-screen for procaspase-3 activators. P55210. recombinant procaspase-7, Ac-DEVD-pNA absorbance 405 nm; D23A/D198A/D206A triple mutant, cannot self-cleave; scale: DMSO 0, 5 µM enzyme 100. activation, % at 8.5 µM. hit rate 0.093% among 330,000. AID 463210;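 active = percent activation above the screen-wide mean plus 3 SD, cut at about 25% in these data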
#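 Detection: p-Nitroaniline absorbance at 405 nm, read at 0 and 120 min; system: Uncleavable procaspase-7 mutant enzyme; evaluation: % activation from two-timepoint absorbance difference, scaled to controls; times: 1 h enzyme–compound preincubation and 2 h substrate reaction, both 25 °C; buffer or medium: Zinc-free HEPES pH 7.4 with 300 mM NaCl, 0.01% Triton X-100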
# procasp3 activ = activates human procaspase-3; P42574; recombinant procaspase-3 D3A, Ac-DEVD-pNA absorbance 405 nm; activation, % at 8.5 µM; hit rate 0.11% among 330,000; AID 463141;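 active = activation above the mean of all tested compounds plus 3 SD, cut at about 21% in these data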;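 also: 0% = DMSO alone and 100% = DMSO wells spiked with extra 5 µM PC-3 D3A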
#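 Assay system: Autoprocessing-dead procaspase-3 D3A mutant enzyme; also added: Ac-DEVD-pNA; doses: one concentration, 8.5 µM nominal, 0.8% DMSO; times: 1 h compound preincubation, 2 h substrate hydrolysis at 25 °C; technique: 405 nm absorbance of p-nitroaniline, reads at 0 and 120 min; measure: % activation between DMSO and enzyme-spiked controls; repeats: single replicate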
# PP1 counter = counter-screen for PP5 inhibitors: inhibitors of human PP1-alpha | hit rate 0.9% among 320,000 | inhibition, % at 6.7 µM | purified PP1alpha, OMFP fluorescence;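 active = inhibition above the mean inhibition of all tested compounds plus 3 SD, computed separately for each screening campaign, cut at about 15% in these data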
# Target sequence (P62136 whole entry, looked up): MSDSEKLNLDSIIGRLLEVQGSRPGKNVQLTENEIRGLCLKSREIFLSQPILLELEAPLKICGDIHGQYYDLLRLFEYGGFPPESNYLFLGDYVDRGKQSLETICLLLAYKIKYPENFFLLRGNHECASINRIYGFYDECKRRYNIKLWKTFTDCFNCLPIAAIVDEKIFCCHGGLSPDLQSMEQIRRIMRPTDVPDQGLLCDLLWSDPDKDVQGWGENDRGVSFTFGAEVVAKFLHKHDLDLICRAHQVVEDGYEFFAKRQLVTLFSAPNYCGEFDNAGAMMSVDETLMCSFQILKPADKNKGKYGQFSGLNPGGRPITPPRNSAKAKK
# CTSL1 counter = blocks F. hepatica cathepsin L1 in PFM18AAP counter-screen | hit rate 0.49% among 300,000 | recombinant F. hepatica cathepsin L1, Z-Leu-Arg-MCA fluorescence | inhibition, % at 5.96 µM;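 active = inhibition above the mean of all tested compounds plus 3 SD, set per screening campaign, cut at about 17% in these data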;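 also: 0% = plate median of test compound wells and 100% = 1 µM Z-Phe-Ala-diazomethylketone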
# Efflux pump mplx = blocks antifungal efflux pumps in multiplex yeast assay. inhibition, % at 10 µM. S. cerevisiae Candida pump triplex, Nile Red efflux. hit rate 0.44% among 330,000;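 active = plate passing quality check with inhibition over a set limit, or well fluorescence over plate mean plus 4 SD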;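 also: Nile Red retained in pooled yeast measured as flow cytometry median fluorescence; 0% = buffer negative control and 100% = Enniatin B positive control; higher means more Nile Red kept so more efflux inhibition; some compounds called inactive have numbers as strong as hits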
# JMJD2C inh = human JMJD2C demethylase inhibition; Q9H3R0; GST-JMJD2C(1-420) H3K9me3 demethylation, DELFIA europium; inhibition, % at 2.35 µM; hit rate 0.069% among 330,000;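 active = more than half of a compound's replicate wells show inhibition beyond 50%, single wells judged on their own value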;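 also: signal counts dimethyl H3K9 product captured on neutravidin plate; 0% = median of DMSO wells and 100% = 0.3 times that DMSO median; strong numbers were not always called active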
# TPT1 inh = C. albicans TPT1 enzyme inhibition; recombinant caTPT1, FP RNA substrate dephosphorylation; inhibition, % at 5 µM; hit rate 0.81% among 300,000;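 active = inhibition above the mean of all tested compounds plus 3 SD, set per screening campaign, cut at about 24% in these data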;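 also: plate controls were DMSO alone for no effect and ferristatin control at 100 nM for full effect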
# HCV core dimer = HCV core protein dimerization inhibition | inhibition, % at 5 µM | TR-FRET GST/Flag-core106 dimerization, 1536-well | AID 1899 | hit rate 0.33% among 300,000;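 active = inhibition above the mean of all tested compounds plus 3 SD, set per screening campaign, cut at about 45% in these data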
#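 Assay system – GST-tagged and Flag-tagged HCV core protein residues 1-106 · Quantity – core106 proteins, GST 13.5 nM and Flag 17 nM · Benchmarks – unlabelled core106 and no-GST-core106 wells · Read-out basis – percent inhibition of core106 dimerization signal · Detection – time-resolved FRET, ex 340 nm, em 617 and 671 nm · Schedule – 4 h at 22.5 °C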
# PP5 inh = inhibitors of human protein phosphatase 5 (PP5) | inhibition, % at 6.7 µM | P53041 | AID 1987 | purified PP5c, OMFP substrate fluorescence | hit rate 0.18% among 320,000;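 active = inhibition above the campaign's mean inhibition across all tested compounds plus 3 SD, cut at about 9.5% in these data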;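 also: 0% = DMSO only and 100% = 100 µM cantharidin control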
# Target sequence (P53041 whole entry, looked up): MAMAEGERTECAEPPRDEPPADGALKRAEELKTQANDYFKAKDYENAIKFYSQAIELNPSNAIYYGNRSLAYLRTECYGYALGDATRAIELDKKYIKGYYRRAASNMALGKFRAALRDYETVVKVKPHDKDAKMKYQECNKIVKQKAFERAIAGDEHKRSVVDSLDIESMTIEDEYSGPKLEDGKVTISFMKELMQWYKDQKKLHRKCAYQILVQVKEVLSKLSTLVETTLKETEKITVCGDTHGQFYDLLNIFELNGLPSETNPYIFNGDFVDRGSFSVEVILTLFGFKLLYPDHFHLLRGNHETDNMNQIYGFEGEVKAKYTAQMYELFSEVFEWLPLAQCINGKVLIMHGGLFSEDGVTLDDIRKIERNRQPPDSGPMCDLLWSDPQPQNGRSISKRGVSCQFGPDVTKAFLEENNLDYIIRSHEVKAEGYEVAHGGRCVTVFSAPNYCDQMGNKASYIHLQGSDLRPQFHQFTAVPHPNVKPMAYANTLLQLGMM
# Numbers without * were called inactive; · = not tested or not shown; & = joins results of further samples.
Compound	proCasp7 act	procasp3 activ	PP1 counter	CTSL1 counter	Efflux pump mplx	JMJD2C inh	TPT1 inh	HCV core dimer	PP5 inh
CC1CCN(CCCOc2ccc(Br)cc2Cl)CC1	7	6	0	-1	0.0	2	-5	-3	-2.2
O=C(c1cccc(Cl)c1)N(Cc1ccco1)C1CCS(=O)(=O)C1 (configuration not stated)	0	3	-1	10	0.1	17	-2	-3	-2.0
O=C(Nc1ccccc1C(=O)N1CCCCC1)c1cccc(S(=O)(=O)N2CCOCC2)c1	2	1	0	2	-0.3	9	-7	-3	-1.0
Cc1ccc(NC(=O)CSc2nccn(-c3ccc4c(c3)OCCO4)c2=O)cc1	-15	-14	2	7	-0.1	-3	0	3	0.9
C1=CCC(CN2CCNCC2)CC1 (configuration not stated)	-8	-6	-2	-6	0.0	-10	-7	-3	1.2
CCN=C(Nc1ccc2c(c1)OCO2)SC1CC(=O)N(c2ccc(OC)cc2)C1=O (configuration not stated)	-6	2	0	0	0.1	4	-3	-3	0.5
CCn1c(=O)cc(OCC(=O)NCc2ccc(C)o2)c2ccccc21	3	-9	5	-3	-0.1	3	3	7	0.2
CC(C)C[C@H](NC(=O)OC(C)(C)C)C(=O)N1CCC(C(=O)N[C@@H](Cc2c[nH]c3ccccc23)C(=O)O)CC1	-1	-2	-2	4	-0.1	-29	-1	1	0.0
Cc1ccc(NS(=O)(=O)c2ccc(N/N=C/c3ccccc3OCC(=O)O)c([N+](=O)[O-])c2)c(C)c1	-3	2	22*	3	0.0	11	-2	20	4.0
COc1cccc(/C=N/Nc2cc(Cl)nc(C)n2)c1O	4	2	5	-1	-0.1	-32	-2	-21	5.0
CCSC1=NCCN1S(=O)(=O)c1ccccc1	7	6	-2	0	-0.1	3	1	-9	2.8
CCCN(Cc1ccccc1)C(=S)Nc1cccc(C)c1C	12	3	11	5	-0.1	-8	0	-5	-8.4
CCOC(=O)c1cc(-c2cccnc2)nn1-c1ccccc1	-9	-2	2	1	-0.1	-4	3	0	4.8
Ic1ccc(N2CCN(Cc3c[nH]c4ncccc34)CC2)cc1	-6	-4	3	3	0.0	2	-1	-6	3.0
O=C(c1ccc(S(=O)(=O)c2ccccc2)cc1)N1CCc2ccccc2C1	3	-10	2	-4	0.0	-11	-3	12	2.6
CC(=O)Nc1cccc(C(=O)/C=C/c2ccc(N(C)C)cc2)c1	-30	-47	-2	16	0.0	1	103*	-6	-6.8
Cc1cccc(NC(=O)C2CCN(S(=O)(=O)c3cccc4nsnc34)CC2)n1	14	5	-3	-2	0.0	52*	-7	5	1.6
Cc1ccc(C(=O)NCC(=O)Nc2ccccc2C(F)(F)F)cc1	3	-4	-2	5	-2.7	-4	-1	-2	-0.8
Cc1ccc(C(=O)NCCc2ccc(S(N)(=O)=O)cc2)cc1[N+](=O)[O-]	-4	-3	2	2	0.0	7	0	-11	2.1
Cc1nn(C)c(C)c1S(=O)(=O)N1CCCC(C(=O)N2CCN(c3ccc(Cl)cc3)CC2)C1 (configuration not stated)	7	-6	-2	-1	0.1	5&1	-3	2	2.0
Cc1cc(Br)ccc1NC(=O)c1ccco1	2	4	1	1	0.0	10	1	7	-1.0
CC1(C2CC2)NC(=O)N(CC(=O)Nc2ccc(Cl)c([N+](=O)[O-])c2)C1=O (configuration not stated)	0	7	-1	·	-0.2	10	·	·	-0.2
CCN(CC(=O)NCc1cccs1)C(=O)c1cccc(S(=O)(=O)NCc2ccccc2)c1	8	10	-1	2	0.2	-21	0	-6	-0.7
O=C(NCCc1ccccc1)c1cnn2c(C(F)F)cc(C3CC3)nc12	1	2	4	2	0.1	-2	-3	12	1.4
CCn1c(C)c(C)c2cc(C(=O)N3CCc4ccccc4C3)ccc21	11	10	6	6	-0.1	8	1	13	2.2
COc1cccc(CN2CCNC(=O)C2CC(=O)NCCc2cccc(C)n2)c1OC (configuration not stated)	-1	2	-1	1	0.0	0	-5	4	3.6
CSc1ncccc1C(=O)OCC(=O)Nc1ccc2c(c1)CCC2	6	8	-4	·	0.5	4	·	·	-0.7
COc1cccc(C=Nc2cc(C)on2)c1O	0	-2	3	2	0.1	4	-3	-4	1.7
CN(Cc1ccccc1)S(=O)(=O)c1ccc(Cl)nc1	9	2	-1	-5	0.2	5	-2	-3	4.8
COc1ccc(NC(C)=O)cc1NC(=O)c1cccc(C(F)(F)F)c1	8	4	-2	9	-0.1	8	0	-4	-1.6

# Filtered by structure: the entries above containing two or more sulfur atoms (three)
Compound	proCasp7 act	procasp3 activ	PP1 counter	CTSL1 counter	Efflux pump mplx	JMJD2C inh	TPT1 inh	HCV core dimer	PP5 inh
CCSC1=NCCN1S(=O)(=O)c1ccccc1	7	6	-2	0	-0.1	3	1	-9	2.8
Cc1cccc(NC(=O)C2CCN(S(=O)(=O)c3cccc4nsnc34)CC2)n1	14	5	-3	-2	0.0	52*	-7	5	1.6
CCN(CC(=O)NCc1cccs1)C(=O)c1cccc(S(=O)(=O)NCc2ccccc2)c1	8	10	-1	2	0.2	-21	0	-6	-0.7

# Retrieved by compound from the list above (3):
Compound	proCasp7 act	procasp3 activ	PP1 counter	CTSL1 counter	Efflux pump mplx	JMJD2C inh	TPT1 inh	HCV core dimer	PP5 inh
CSc1ncccc1C(=O)OCC(=O)Nc1ccc2c(c1)CCC2	6	8	-4	·	0.5	4	·	·	-0.7
O=C(c1cccc(Cl)c1)N(Cc1ccco1)C1CCS(=O)(=O)C1 (configuration not stated)	0	3	-1	10	0.1	17	-2	-3	-2.0
CCn1c(=O)cc(OCC(=O)NCc2ccc(C)o2)c2ccccc21	3	-9	5	-3	-0.1	3	3	7	0.2

# New compounds follow:
Compound	proCasp7 act	procasp3 activ	PP1 counter	CTSL1 counter	Efflux pump mplx	JMJD2C inh	TPT1 inh	HCV core dimer	PP5 inh
O=C(/C=C/c1ccc(Cl)cc1)N(Cc1ccccc1)c1ccccn1	-6	7	1	0	0.0	4	-2	1	4.3
CCN(C(=O)Cc1c(C(=O)O)n(C)c2ccccc12)c1cc(OC)ccc1OC	2	4	-4	-2	0.0	-3	-1	0	0.2
Cc1noc(C)c1C(=O)NNc1cc(Cl)ccc1Cl	-3	-13	-3	1	0.1	13	4	-2	2.6
CCN(C[C@H]1N[C@@](C)(C(=O)OC)[C@H]2C(=O)N(C)C(=O)[C@@H]12)C(=O)Nc1ccc(F)cc1	13	11	·	·	-0.1	9	·	·	·
Cc1ccc(S(=O)(=O)N(C)CCCC(=O)N2CCN(C=O)CC2)cc1	3	6	0	-1	-0.4	-6	-2	-1	2.2
CN1CCc2c(OCC(=O)NC3CCCCC3)cccc2C1=O	-5	1	-5	-1	0.1	9	1	12	-1.2
Cc1cccc(NC(=S)NNC(=O)c2ccccc2Br)c1	-15	-2	-4	1	0.0	29	1	4	-1.2
CCOC(=O)C1CCN(c2c(Nc3cc(C)cc(C)c3)c(=O)c2=O)CC1	1	-1	-1	1	0.1	2	-1	-5	1.0
O=C(Nc1nc(-c2ccccc2Cl)cs1)c1cccnc1	-2	2	3	0	0.0	-2	-1	-5	-2.2
CN(c1ccc(C(=O)NC2CCCC2)cc1)S(=O)(=O)c1ccc(Cl)cc1	8	10	4	-3	0.1	2	4	1	0.7
Cc1ccc(-c2csc3ncn(-n4c(C)ccc4C)c(=O)c23)o1	-26	-14	0	4	0.0	5	5	33	0.2
S=C(NCc1ccncc1)Nc1ccc(Br)cc1Cl	-4	-13	-3	0	0.0	2	-3	0	1.9
CCC(=O)c1ccc(OC(=O)/C=C/c2cc(OC)c(OC)c(OC)c2)cc1	-1	3	4	-2	-0.1	-18	1	6	0.4
CC(=O)Oc1ccc(N2C(=O)C3C4C=CC(CO)(O4)C3C2=O)cc1 (configuration not stated)	-23	-18	1	1	-0.3	-4	-1	11	1.6
CC(NC(=O)CCNS(=O)(=O)c1ccc2c(c1)oc(=O)n2C)c1ccccc1 (configuration not stated)	0	3	-1	-1	0.0	-17	-4	9	-0.9
O=C(NCCS(=O)(=O)N1CCN(c2ccccc2F)CC1)c1ccco1	9	-1	-4	2	-0.1	14	-3	-3	-0.5
CC(=O)c1cccc(NC(=S)NC2CC2)c1	-9	4	1	-2	-0.1	-4	-1	-12	2.6
COc1ccc(C(=O)N2CCCC(CCC(=O)NCc3ccc(F)c(F)c3)C2)cc1F (configuration not stated)	4	-3	-4	2	-0.3	7	0	-2	-1.0
CCOC(=O)c1cccc(C(=O)OCC)n1	1	3	1	-1	0.0	22	-2	-6	-2.3
CN(Cc1ccccc1NS(=O)(=O)c1ccc2ccccc2c1)C1CCCCC1	9	9	0	-8	0.0	8	-1	0	3.2
Cc1ccc2nc(N3CCN(Cc4nnnn4Cc4ccccc4)CC3)c(C#N)cc2c1	-10	-8	9	0	-0.2	32	-6	4	3.5
NS(=O)(=O)c1ccc(CCNC(=O)Cc2c[nH]c3ccccc23)cc1	12	7	-1	-4	-0.1	1	-4	4	-0.4
Cc1ccc(C(=O)Nc2ccn(C)n2)cc1	2	1	-2	·	0.0	-4	·	·	1.1
COc1ccc2[nH]c3c(=O)n(/N=C/[C@H]4C(C)C=C(C)CC4C)c(=O)[nH]c3c2c1 (some centres not stated)	10	0	-3	-5	0.4	-14	-4	9	4.0
O=C(c1ccccn1)N(Cc1ccco1)C1(C(=O)NC2CCCC2)CCCCC1	5	0	-4	0	0.2	-1	1	-7	1.7
CCN1CCN(C(=O)NC2CC(=O)N(c3ccc(OC)cc3)C2)CC1 (configuration not stated)	-3	-3	-4	-3	0.0	-2	2	3	0.5
CCOc1ccc(NC(=S)N2CCC(c3ccc(C)cc3)C2)cc1 (configuration not stated)	8	2	-1	0	0.1	11	-3	2	-0.6
Cc1ncoc1C(=O)N1CCCC(C(=O)c2ccc(Oc3ccccc3)cc2)C1 (configuration not stated)	4	8	-2	2	0.0	70	-1	7	0.8
N#C/C(=C(/O)CCl)c1nc2c(s1)CCc1ccccc1-2	-17	-14	-1	-2	-0.1	16	16	10	-0.9
COc1ccccc1NC(=O)c1cc(S(=O)(=O)N2CCc3ccccc32)ccc1F	3	13	-3	9	0.0	-12	0	-11	1.9
